From PubChem
TEAD-YAP inh – TEAD-YAP interaction inhibition | inhibition, % at 9.12 µM | HEK-TIYL cells, TEAD-Gal4/YAP UAS-luciferase luminescence | hit rate 1.4% among 640,000; in the data active means inhibition above about 32%;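 further: 0% = median of test compound wells and 100% = reference inhibitor wells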
MITF inh – human MITF inhibition, primary screen. AID 1259374. O75030. AlphaScreen MITF homodimerization, bead proximity signal. hit rate 0.91% among 650,000. inhibition, % at 2.6 µM; in the data active means inhibition above about 50%;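 further: 0% = vehicle wells with protein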
Target sequence (O75030 whole entry, looked up): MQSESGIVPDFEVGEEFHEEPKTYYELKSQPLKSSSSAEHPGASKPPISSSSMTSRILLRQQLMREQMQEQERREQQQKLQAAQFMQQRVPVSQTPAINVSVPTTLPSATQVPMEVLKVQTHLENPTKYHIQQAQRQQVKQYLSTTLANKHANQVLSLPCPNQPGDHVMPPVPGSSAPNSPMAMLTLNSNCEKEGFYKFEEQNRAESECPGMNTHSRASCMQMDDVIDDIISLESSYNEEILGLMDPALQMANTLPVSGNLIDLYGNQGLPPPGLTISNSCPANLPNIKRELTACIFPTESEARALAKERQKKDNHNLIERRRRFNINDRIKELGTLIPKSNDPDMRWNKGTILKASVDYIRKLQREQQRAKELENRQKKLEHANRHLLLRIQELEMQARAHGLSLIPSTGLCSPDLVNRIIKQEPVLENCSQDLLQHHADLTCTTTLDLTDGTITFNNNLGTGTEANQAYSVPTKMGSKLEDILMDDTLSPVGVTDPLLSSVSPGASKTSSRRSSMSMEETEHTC
FBW7 activator – human FBW7 E3 ligase activation, primary screen; AlphaScreen FBW7–phospho-cyclin E peptide binding, activator screen; AID 1259310; Q969H0; hit rate 0.13% among 650,000; normalized activity (activation), % at 26.1 µM; in the data active means normalized activity above about 1.9%;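 further: purified mutant Fbw7 with reduced substrate affinity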
GPR151 activ – human GPR151 activation; Q8TDV0; hit rate 1% among 650,000; activation, % at 11.2 µM; PathHunter beta-arrestin GPR151 cells, luminescence; AID 1508602; in the data active means activation above about 4.9%;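 further: 0% = median of compound wells and 100% = cells with positive control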
Target sequence (Q8TDV0 whole entry, looked up): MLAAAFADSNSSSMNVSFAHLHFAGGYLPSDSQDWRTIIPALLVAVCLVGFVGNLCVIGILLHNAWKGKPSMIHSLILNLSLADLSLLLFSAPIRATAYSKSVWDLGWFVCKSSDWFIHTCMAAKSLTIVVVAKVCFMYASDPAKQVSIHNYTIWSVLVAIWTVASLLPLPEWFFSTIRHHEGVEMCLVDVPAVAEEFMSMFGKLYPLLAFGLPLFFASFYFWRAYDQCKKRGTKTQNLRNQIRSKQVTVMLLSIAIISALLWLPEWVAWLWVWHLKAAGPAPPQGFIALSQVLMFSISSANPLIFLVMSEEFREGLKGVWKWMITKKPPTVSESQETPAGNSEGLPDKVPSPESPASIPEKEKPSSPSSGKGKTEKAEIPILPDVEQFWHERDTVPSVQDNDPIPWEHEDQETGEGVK
* hit, by the source's call; & = joins results of further samples. An unsorted share of the library (roughly 3.4% active in at least one column).

SMILES | TEAD-YAP inh | MITF inh | FBW7 activator | GPR151 activ
COc1ccccc1NC(=O)c1cccc([N+](=O)[O-])c1C | -8.3 | 16.0 | 0.9 | -1.1
CCOc1ccccc1N(CC(=O)N1CCN(c2ccccc2)CC1)S(C)(=O)=O | 9.3 | -0.9 | 0.1 | -1.9
COc1cccc(S(=O)(=O)N(CC2CC2)C2CCN(CCc3ccccn3)CC2)c1 | -5.7 | -0.1 | -0.1 | 2.5
Cc1cc(F)ccc1NC(=O)CC(C)S(=O)(=O)c1ccc2c(c1)SC(C)C(=O)N2 (centres undefined) | 11.7 | -16.2 | 0.1 | 0.2
CC(C)NC(=S)N/N=C/c1ccccc1OCC(=O)O | -2.1 | -1.1 | 0.0 | 1.5
Cc1ccc(-n2c(C)cc(C(=O)CN3CCCCC3)c2C)cc1 | -27.6 | 12.4 | 0.0 | -1.3
O=C(CCC(=O)c1ccc2c(c1)OCCO2)OCC(=O)c1ccc(Br)cc1 | 5.4 | 5.6 | -0.1 | -0.8
COC(=O)C1=C(O)/C(=C/c2ccc(F)cc2)SC1=Nc1ccccc1 | -0.3 | -4.7 | -0.1 | -0.2
CCc1nnc(NC(=O)CSc2nnc(-c3ccc(OC)cc3)c(-c3ccc(OC)cc3)n2)s1 | 2.5 | 2.3 | -0.2 | 0.0
O=C(CN(C1CCCCC1)S(=O)(=O)c1ccc(F)cc1)N1CCCCC1 | 4.1 | 8.8 | -0.1 | 3.3
CCc1nnc(/N=C/c2c(C)[nH]n(-c3ccc(C)c(C)c3)c2=O)s1 | 13.5 | 13.6 | 0.1 | -2.9
COc1ccc(N2C(=O)/C(=C/c3cccc(OC)c3)NC2=S)cc1 | -5.2 | 0.1 | 0.1 | -0.5
COc1ccc(Nc2ncnc(N)c2[N+](=O)[O-])cc1 | 5.0 | 6.7 | 0.0 | 1.1
O=C(NCC(=O)N1CCCC1)c1ccccc1F | -35.5 | 9.9 | 0.3 | -3.0
Cc1ccc(/C=N/NC(=O)c2ccoc2C)cc1 | -60.1 | -3.2 | 0.0 | -5.4
CN(C)c1cc[n+](CC(=O)c2cccs2)cc1 | 13.9 | 1.3 | 1.2 | -1.2
Cc1nc(S(=O)(=O)Cc2ccccc2)nc2ccc(F)cc12 | -63.7 | -5.0 | 0.0 | -1.9
O[C@@H]1CCN(c2nc3nonc3nc2N2CCSCC2)C1 | -1.8 | -4.0 | 0.0 | 0.8
Cc1nnc(SCC(=O)Nc2ccc(O)cc2)s1 | -7.6 | -0.2 | 0.0 | -0.4
CCC(NS(=O)(=O)c1cc([N+](=O)[O-])ccc1Cl)C12CC3CC(CC(C3)C1)C2 (centres undefined) | 1.3 | -1.9 | 0.2 | -0.6

An excerpt from further up, as a working copy:
SMILES | TEAD-YAP inh | MITF inh | FBW7 activator | GPR151 activ
CN(C)c1cc[n+](CC(=O)c2cccs2)cc1 | 13.9 | 1.3 | 1.2 | -1.2
Cc1nc(S(=O)(=O)Cc2ccccc2)nc2ccc(F)cc12 | -63.7 | -5.0 | 0.0 | -1.9
O[C@@H]1CCN(c2nc3nonc3nc2N2CCSCC2)C1 | -1.8 | -4.0 | 0.0 | 0.8
Cc1nnc(SCC(=O)Nc2ccc(O)cc2)s1 | -7.6 | -0.2 | 0.0 | -0.4
CCC(NS(=O)(=O)c1cc([N+](=O)[O-])ccc1Cl)C12CC3CC(CC(C3)C1)C2 (centres undefined) | 1.3 | -1.9 | 0.2 | -0.6

Returning to the listing; the 2 compounds before the break are reprinted first.
SMILES | TEAD-YAP inh | MITF inh | FBW7 activator | GPR151 activ
Cc1nnc(SCC(=O)Nc2ccc(O)cc2)s1 | -7.6 | -0.2 | 0.0 | -0.4
CCC(NS(=O)(=O)c1cc([N+](=O)[O-])ccc1Cl)C12CC3CC(CC(C3)C1)C2 (centres undefined) | 1.3 | -1.9 | 0.2 | -0.6
COC(=O)c1ccc(C(=O)OC)c(NC(=O)COc2ccc(Cl)cc2C)c1 | 1.4 | -3.7 | 0.1 | -0.6
O=C1NC2(CCCCC2)C(=O)N1/N=C/c1ccc2c(c1)OCO2 | -20.0 | -17.2 | -0.1 | 1.1
CC(C)CCOc1ccc(C(=O)NC(CO)C(=O)O)cc1 (centres undefined) | 14.1 | -2.5 | 0.3 | 0.0
N=C1/C(=C/c2ccc(-c3ccccc3[N+](=O)[O-])o2)C(=O)N=C2SC(C(F)(F)F)=NN12 | 4.0 | -0.2 | -0.1 | -1.9
Cc1nc(C)c(S(=O)(=O)NCc2ccc3c(c2)CCO3)s1 | 6.5 | 4.9 | 0.4 | -0.5
CC(=O)Nc1ccc(Nc2cc(-c3ccc(C(=O)NC4CC4)cc3)ncn2)cc1 | -9.3 | 6.0 | -0.2 | -0.2
S=c1nc(-c2ccc(Br)cc2)n(Cc2ccccc2)c(=S)n1C(=NCc1ccccc1)c1ccc(Br)cc1 | 0.8 | 2.9 | -0.1 | 0.8
CC(C)(C)n1nc2c(c1NC(=O)c1c(F)cccc1Cl)CSC2 | 9.8 | -0.6 | 0.7 | -0.6
NC(=O)CSC1=Nc2ccccc2C2=NC(CC(=O)NC3CCCCC3)C(=O)N12 (centres undefined) | 5.3 | -4.5 | 0.1 | -0.7
CCc1nnc(SCC(=O)Nc2ccc(Br)cc2)nc1CC | 13.3 | 18.4 | -0.1 | -1.1
Cc1cccn2c(=O)c3cc(C(=O)Nc4ccc(C#N)cc4)sc3nc12 | 12.2 | 5.6 | -0.1 | -0.8
COc1ccc(OC)c(NC(=O)C(=O)N/N=C/c2ccccc2)c1 | -9.6 | 9.3 | 0.1 | 3.0
COc1ccc(C2Oc3ccccc3C3CC(c4cccs4)=NN32)cc1O (centres undefined) | -24.3 | 8.4 | 0.1 | -0.3
CCO[C@H]1[C@H](NC(=O)c2cccnc2)c2ccccc2C12CCN(C(=O)CC)CC2 | 8.9 | 18.0 | 0.5 | -1.2
COc1ccc(OCC(=O)Nc2ccc(NC(=O)C(C)C)c(OC)c2)cc1 | 2.7 | -0.3 | -0.2 | 1.5
O=C(c1ccc(F)cc1)N(c1ccccn1)C1CCCCC1 | -5.1 | 1.2 | -0.1 | -0.5
O=C1/C(=C/c2cc(Br)c(O)c(Br)c2)SC(=Nc2ccccc2)N1C1CCCC1 | 4.1 | 20.1 | 0.0 | -1.6
Cc1ccccc1OCC(=O)Nc1nnc(S(=O)(=O)N(C)Cc2ccccc2)s1 | -4.7 | -10.1 | -0.2 | 1.2
O=C(c1ccccc1)c1ccc(-c2[nH]c(-c3cccs3)nc2-c2ccccc2)cc1 | -14.6 | -2.8 | 0.0 | 1.9
COc1ccc(CN2C(=O)C3C(C(=O)Nc4ccc(Cl)cc4)C4C=CC3(O4)C2C(=O)NC2CCCC(C)C2C)cc1 (centres undefined) | -2.6 | 8.4 | -0.1 | -1.3
O=C(CSc1nc2cc(C(=O)NCc3cccc(Cl)c3)ccc2c(=O)n1CCc1ccccc1)c1ccccc1 | -6.0 | 4.0 | 0.0 | 0.4
Cc1cccc(C)c1Nc1nnc(Cc2ccccc2Cl)c(=O)[nH]1 | -0.2 | -11.8 | 0.1 | -0.7
CC1(C)Cc2cccc(OCC(=O)NCCCS(=O)(=O)N3CCN(c4ccccn4)CC3)c2O1 | 13.8 | 11.5 | 0.0 | -0.5
COc1ccc(C(=O)NC(=S)Nc2cccc(C(=O)O)c2)cc1[N+](=O)[O-] | -13.2 | -1.8 | 0.0 | -0.7
Cc1ccc(C2C=C(c3ccc(OC(F)F)cc3)Nc3nnnn32)cc1 (centres undefined) | 3.3 | 0.7 | -0.1 | -0.5
COc1ccc(-n2cc(C(=O)Nc3ccccc3C)c3ccccc3c2=O)cc1 | 1.8 | 11.0 | 0.6 | 2.4
Cc1ccc(C(=O)Nc2sccc2C#N)cc1C | -15.2 | -7.7 | 0.4 | -9.7
CNC(=O)CNC(=O)Nc1ccc(C)cc1 | -39.0 | -0.1 | -0.1 | 1.6
Cc1ccc(C)c(S(=O)(=O)Nc2cc(C(N)=O)cc(C(N)=O)c2)c1 | 11.5 | -6.3 | 0.1 | -0.5
COc1ccccc1N1CCN(C(=O)c2nn(-c3ccc(Cl)cc3)c(=O)c3ccccc23)CC1 | -23.6 | -0.4 | -0.3 | -1.3
COc1ccc(OC)c(C(=O)N2CCc3c(cnc(C)c3CNS(=O)(=O)N(C)C)C2)c1 | 0.3 | 2.5 | 0.0 | -1.3
CCCCC(=O)N1CCCC(c2nc3c(nnn3Cc3ccccc3)c(=O)[nH]2)C1 (centres undefined) | 4.8 | 9.6 | -0.1 | 1.3
COc1ccc(Cl)c(C(=O)N/C(=C/c2cccc([N+](=O)[O-])c2)C(=O)Nc2ccc(C)cc2)c1 | -3.9 | 13.4 | 0.2 | -1.3
CCCC(c1nnnn1Cc1ccc2c(c1)OCO2)N1CCN(Cc2ccccc2)CC1 (centres undefined) | 6.5 | -1.3 | -0.1 | 1.0
COc1cc(SC)ccc1C(=O)Nc1cccc(C2OCCCO2)c1 | -75.0 | 4.8 | 0.1 | 1.3
CN(C)c1ccc(NC(=O)C(Cc2ccccc2)N2C(=O)c3ccccc3C2=O)cc1 (centres undefined) | 6.4 | 22.7 | 0.1 | -1.6
COCCCNS(=O)(=O)c1ccc(S(=O)(=O)N2CCC(C)CC2)cc1 | -3.1 | 6.1 | -0.1 | -1.2
COc1ccccc1/C=C/C=C1N=C(/C=C/c2ccccc2OC)OC\1=O | 4.4 | 15.7 | -0.1 | -1.2
COc1cccc(CN2c3cccc4cccc(c34)S2(=O)=O)c1 | 0.9 | -2.6 | 0.4 | 0.2
CCCc1cc(CN(C)C(=O)CC2(c3ccccc3)CC(=O)N(CCCOC)C2=O)[nH]n1 (centres undefined) | -11.2 | 2.6 | 0.2 | -0.8

In another format: results already given.
compound,TEAD-YAP inh,MITF inh,FBW7 activator,GPR151 activ
CC1(C)Cc2cccc(OCC(=O)NCCCS(=O)(=O)N3CCN(c4ccccn4)CC3)c2O1,13.8,11.5,0.0,-0.5
COc1ccc(C(=O)NC(=S)Nc2cccc(C(=O)O)c2)cc1[N+](=O)[O-],-13.2,-1.8,0.0,-0.7

Following part
SMILES | TEAD-YAP inh | MITF inh | FBW7 activator | GPR151 activ
Cc1nc(NC(=O)CN2N=C(c3ccccc3)Cn3c(cc4ccccc43)C2=O)sc1C | 4.3 | 15.0 | 0.1 | -0.8
CCOC(=O)c1ccc(NC(=O)CC2C(=O)N(c3ccc(OC)cc3)C(=S)N2CCc2ccc(OC)c(OC)c2)cc1 (centres undefined) | 21.6&-0.2 | 5.3&0.5 | 0.2&-0.1 | 0.3&-1.1
CC1(C)OC(=O)C(=CNc2cc(C(F)(F)F)cc(C(F)(F)F)c2)C(=O)O1 | -3.0 | 1.4 | 0.1 | -1.3
CCC(C(=O)Nc1cc(C)nn1-c1nc2c(c(=O)[nH]1)CCC2)c1ccccc1 (centres undefined) | 0.8 | 12.6 | -0.1 | 0.5
O=C(Nc1ccccc1)c1cnc(Nc2ccc(C(F)(F)F)cc2)s1 | -4.8 | -4.5 | 0.5 | -1.0
CCC(C)NC(=O)c1cnn2c(C(F)F)cc(-c3ccc(C)cc3)nc12 (centres undefined) | -4.1 | -5.6 | 0.5 | 3.0
Cc1ccc(/C=C/C(=O)c2ccc(F)cc2)o1 | -22.5 | -4.5 | 0.0 | 1.2
COc1cccc(/C=C(\CC(=O)O)c2nc3ccccc3s2)c1 | -12.4 | 9.6 | -0.1 | 0.2
CCc1nnc(NC(=O)COc2ccc(Br)cc2C(C)(C)C)s1 | -4.1 | 5.4 | 0.9 | 2.2
COc1ccc(Cc2nnc(C3CCN(C(=O)C4CC4)CC3)s2)cc1 | 8.5 | 10.1 | 0.8 | -1.1
Cc1cc(Nc2ccc(Br)cc2)n2cnnc2n1 | -9.6 | -16.6 | -0.1 | -1.0
CCOC(=O)C1=C(C)N=c2s/c(=C\c3ccc(-c4ccc(C(=O)O)c(Cl)c4)o3)c(=O)n2C1c1ccc(OC)cc1OC (centres undefined) | 1.7 | -8.7 | 0.0 | 0.2
CCOC(=O)c1cnc(Nc2nc3ccccc3o2)nc1N | -34.3 | 7.9 | 0.1 | -1.1
O=C(CS(=O)(=O)c1ccc(F)cc1)Nc1ccc(-c2nc3ccccc3[nH]2)cc1 | 8.3 | 0.6 | 0.0 | -0.5
CCN(CC)C(=O)CN1CCC(c2nc3ccccc3[nH]2)CC1 | 0.6 | 8.6 | 0.1 | -0.6
CC1CCCC(NC(=O)CSc2nnc3ccccn23)C1C (centres undefined) | 0.0 | -1.4 | 0.0 | 2.7
CN1CCN(S(=O)(=O)c2ccc(NC(=O)c3ccc(Br)o3)cc2)CC1 | -9.8 | -10.2 | 0.3 | 1.3
COC(=O)c1ccc(Oc2nc(NC(C)C)nc(N(C)C)n2)cc1 | -2.9 | -2.5 | 0.0 | -1.5
Cc1cccc(-n2c(O)c(/C=N/c3nn[nH]n3)c(=O)[nH]c2=O)c1 | 3.7 | 16.7 | 0.8 | -1.3
Cc1ccc(-c2ccc(NC(=O)c3ccccc3)cc2)o1 | -70.2 | 16.1 | 0.2 | -1.8
Cc1ccc(S(=O)(=O)NC(=O)COc2cccc3ccccc23)c(C)c1 | -5.1 | 1.0 | 0.0 | 1.5
Clc1cc(Br)ccc1OCc1nc(-c2ccccn2)no1 | 17.8 | 8.8 | 0.1 | -6.0
CS(=O)(=O)N(CC(=O)Nc1ccccc1F)c1ccc(F)cc1 | -0.5 | 7.7 | 0.1 | -1.5
Cc1ccc(S(=O)(=O)N(Cc2ccccn2)Cc2ccco2)cc1 | -1.1 | 9.0 | -0.1 | 0.0
CC(C)(C)c1cc(Cl)ccc1OCCCN1CCOCC1 | -1.5 | -9.4 | 0.0 | 0.6
